PriA SSB inh: blocks PriA binding to SSB C-terminal tail. AlphaScreen SSBct-PriA binding, biotinylated peptide. inhibition, % at 33 µM. 430,000 tested, 0.6% active; in the data active means inhibition mostly above about 37%, no sharp cut-off; inactive means mostly below about 20%;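 further: plate controls were negative control peptide for no effect and reference peptide for full effect; strong numbers were not always called active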
The depositor's hits bear a star; i = inactive; & = joins results of further samples.

SMILES	PriA SSB inh
COc1ccc(N2CC(C(=O)NC3CC4CCC(C3)N4S(C)(=O)=O)CC2=O)cc1 (stereo not drawn)	-3
Cc1ncc(CO)c(C=NNC(=O)c2cc3c(s2)CCCC3)c1O	7
CCOCC(=O)NCc1ccc([C@@H](O)c2ccco2)s1	-1
O=C(Cc1c(F)cccc1Cl)Nc1ccc2c(c1)CN(C(=O)c1ccco1)CC2	-5
O=C(Nc1ccc(F)c(Cl)c1)c1csc(Nc2ccccn2)n1	4
O=C(Cc1c[nH]c2ccccc12)N1CCC(Oc2cccnn2)C1 (stereo not drawn)	-16
CCOC(=O)CCC(=O)N1CCC(COCc2ccc(Cl)cc2)CC1	-3
COCCN(Cc1ccoc1)C(=O)c1ccccc1Cl	-13
COc1ccc(C2C(=C(O)c3ccc4c(c3)OCCO4)C(=O)C(=O)N2Cc2cccnc2)cc1 (stereo not drawn)	-19
Cn1nc(CN(C(=O)COc2ccccc2F)C2CCCC2)c2c1CCC2	-4
Cc1nc(SCc2ccc(Cl)cc2Cl)[nH]c(=O)c1C	7
COc1ncc(NS(=O)(=O)c2cccc(F)c2)cn1	-11

Next section; it opens with the 5 that closed the last part.
SMILES	PriA SSB inh
COCCN(Cc1ccoc1)C(=O)c1ccccc1Cl	-13
COc1ccc(C2C(=C(O)c3ccc4c(c3)OCCO4)C(=O)C(=O)N2Cc2cccnc2)cc1 (stereo not drawn)	-19
Cn1nc(CN(C(=O)COc2ccccc2F)C2CCCC2)c2c1CCC2	-4
Cc1nc(SCc2ccc(Cl)cc2Cl)[nH]c(=O)c1C	7
COc1ncc(NS(=O)(=O)c2cccc(F)c2)cn1	-11
Cc1ccc(C=NNC(=O)CN2CCN(S(=O)(=O)c3ccc(Br)cc3)CC2)s1	-5
CS(=O)(=O)NCC(c1cccs1)N1CCc2ccccc2C1 (stereo not drawn)	-34
O=C(Nc1ccc(Br)cc1F)c1cc(N2CCCCC2)ncn1	-9
CNc1nn(CC(=O)Nc2cc(C)ccc2OC)c(N)c1-c1nc(-c2ccc(Cl)cc2)no1	-6
CCCCSc1nc(C)cc(SCC(=O)NN=Cc2cccc(OC)c2O)n1	-20
CCn1cccc(-c2nnc(SCC(=O)NCc3ccc4c(c3)OCO4)n2C)c1=O	-9
CCN1C(=O)c2cccc3c(S(=O)(=O)NC4CCS(=O)(=O)C4)ccc1c23 (stereo not drawn)	-18
Cc1noc(C)c1S(=O)(=O)N1CCC2(CC(=O)c3ccccc3O2)C1 (stereo not drawn)	-6
Cc1ccc(NC(=O)NCCn2ccc(C(F)(F)F)n2)cc1C	-6
Cc1nn(CC(=O)Nc2ccc3c(c2)OCCO3)c(=O)c2c1cnn2C(C)(C)C	-6
COc1ccc(F)cc1S(=O)(=O)N[C@@H](C)Cc1ccco1	4
Cc1ccc(-c2ccc(=O)n(CCCC(=O)Nc3ccccc3-c3ccccc3)n2)cc1	5
COc1ccc(Cl)cc1C(=O)Nc1ccc(N2CCCC2=O)cc1	1
CN1CCc2cc(C(CNC(=O)C(=O)Nc3ccccc3C#N)N(C)C)ccc21 (stereo not drawn)	11
COc1ccc(-c2nc(CCNS(=O)(=O)c3cc(C)c(C)cc3C)cs2)cc1OC	3
COc1ccc(OC)c(NC(=O)CCCSc2ccc(NC(C)=O)nn2)c1	-3
Cc1ccc(NC(=O)CC(N)=NOC(=O)Nc2ccc(C)c(Cl)c2)cc1	-2
O=C(Nc1nc(-c2ccccc2)ns1)c1cccnc1	0
Cc1csc(NC(=O)NC2CC(=O)N(c3ccccc3)C2)n1 (stereo not drawn)	-4
COc1ccc2nc(-c3ccc(NC(=O)C(C)Oc4cccc(F)c4)cc3)cn2n1 (stereo not drawn)	-5
CC(=NNC(=O)COc1cc(C)cc(C)c1)c1cccc(NC(=O)C2CCC2)c1	-13
COc1ccc(CCNS(=O)(=O)c2c(Cl)cccc2Cl)cc1OC	-7
O=C(Cn1cnc2ccccc21)N1CC(N2C(=O)CCC2=O)C1	-8
O=C(c1ccco1)N1CCC(CSC2=NCCS2)CC1	5
CN1CCN(C(CNC(=O)NCc2ccc(F)cc2)c2ccc3c(c2)CCN3C)CC1 (stereo not drawn)	11
CN(C)c1ccc(CCCN)cc1	30
O=C(Nc1ccccc1-c1cn2ccsc2n1)c1ccc(C(F)(F)F)nc1	4
COc1ccc(C=NNC(=O)c2ccn[nH]2)cc1COc1ccc(Cl)cc1	-7
CCOc1ccc(NC(=O)Nc2ccc3nc(C)n(-c4ccc(C)cc4)c(=O)c3c2)cc1	-2
ON=Cc1ccc2ccccc2c1	-4
CCN(CC)CCN(C(=O)c1ccc(S(=O)(=O)N2CCCCCC2)cc1)c1nc2ccc(Cl)cc2s1	-3
CCCc1cc(=O)[nH]c(-n2nc(C)cc2NC(=O)C(=O)NCCc2c[nH]c3ccccc23)n1	6
CC(=NOC(=O)c1cccc(C)c1)c1sc(-c2ccccc2)nc1C	-13
CN(C(=NS(=O)(=O)c1cccs1)c1ccccc1)c1ccccc1	-21
O=C(NCCN1CCC(c2cccs2)CC1)c1ccccc1F	-6
Cc1cc(C)c2c(c1)c(-c1ccccc1)c(-c1ccccc1)n2C[C@@H](O)CNC1CCCC1	45*
COc1ccc(-c2ccc(C#N)c(=O)[nH]2)cc1	-11
CCOc1ccc(-c2ccc(=O)n(Cc3nc(-c4cc(OC)cc(OC)c4)no3)n2)cc1	-4
CS(=O)(=O)c1ccc2nc(NC(=O)c3ccc(-c4ccccc4)cc3)sc2c1	-2
O=C1c2ccccc2C(=O)c2c1oc1c3c(ccc21)OCN(CC1CCCO1)C3 (stereo not drawn)	8
Cc1cc(-n2c(C)nc3ccccc3c2=O)ccc1NS(=O)(=O)c1ccc(Br)cc1	-4
CCS(=O)(=O)c1ccc(-c2ccc(NC(=O)c3c(F)cccc3Cl)cc2)nn1	-7
COC(=O)c1ccsc1NC(=O)c1ccc(N2CCC(Cc3ccccc3)CC2)nn1	-19
O=C(CN1CCN(CCn2ccnc2-c2ccccc2)CC1)Nc1nccs1	-17
Cc1ccn(-c2ccc(NCCNC(=O)c3cc(-n4cccn4)nc(C)n3)nn2)n1	-3
O=C(NN=Cc1cccc([N+](=O)[O-])c1O)C(O)(c1ccccc1)c1ccccc1	1
O=C(c1ccccc1Cl)N1CCN(c2ccc(-c3noc(C(F)(F)F)n3)cn2)CC1	17
Cn1cc(S(=O)(=O)N2CCCN(C(=O)c3csc(-c4ccccc4)n3)CC2)cn1	-8

Structural class: the compounds so far containing a furan ring, fused or not.
SMILES	PriA SSB inh
CCOCC(=O)NCc1ccc([C@@H](O)c2ccco2)s1	-1
O=C(Cc1c(F)cccc1Cl)Nc1ccc2c(c1)CN(C(=O)c1ccco1)CC2	-5
COCCN(Cc1ccoc1)C(=O)c1ccccc1Cl	-13
COc1ccc(F)cc1S(=O)(=O)N[C@@H](C)Cc1ccco1	4
O=C(c1ccco1)N1CCC(CSC2=NCCS2)CC1	5
O=C1c2ccccc2C(=O)c2c1oc1c3c(ccc21)OCN(CC1CCCO1)C3 (stereo not drawn)	8

(continued)
SMILES	PriA SSB inh
O=C1NCCN1C(=O)NCc1ccsc1	-13
Nc1c(-c2nc3ccccc3s2)nnn1-c1ccccc1	-26
COCCOC(=O)C1=C(C)N(Cc2ccccc2)C(=O)NC1c1c(OC)ccc2ccccc12 (stereo not drawn)	4
O=C(N/N=C/C=C/c1ccco1)c1cncc(Br)c1	i
O=C(Nc1cc2ccccc2cc1NC(=O)c1ccc(C(=O)c2ccccc2)cc1)c1ccc(C(=O)c2ccccc2)cc1	-12
CCOC(=O)CC(C)=NNC(=O)CN(c1ccc(Br)cc1)S(=O)(=O)c1ccccc1	-29
Cc1ccc(C=NNc2ncc(Cl)cc2Cl)s1	-8
COc1ccc(S(=O)(=O)N2CC(N3C(=O)CCC3=O)C2)cc1Cl	-16
CCOc1ccc(-c2cc(=O)n(CC(=O)c3ccccc3)cn2)cc1	-13
COc1ccc(-c2ccc(N3CCCC(C(=O)NN4CCN(C)CC4)C3)nn2)cc1 (stereo not drawn)	-13
O=C(CC1CC1)N1CCc2nc3ccc(Cl)cn3c(=O)c2C1	3
CC(C)C(=O)N(Cc1ccc(Cl)cc1)C1CCS(=O)(=O)C1 (stereo not drawn)	-9
COC(=O)c1sc2ccccc2c1NC(=O)c1ccc(S(=O)(=O)N2CC3(C)CC2CC(C)(C)C3)cc1 (stereo not drawn)	-21
COc1ccc(OC)c(NC(=O)c2ccc(S(=O)(=O)NC3CC3)cc2)c1	16
COc1cccc(N2CC(C(=O)NCc3cc(-c4ccco4)on3)CC2=O)c1 (stereo not drawn)	18
O=C(CN1CCC(C(=O)NCc2ccc(OCc3ccccc3)cc2)CC1)Nc1ccc(F)cc1	-2
NCC(O)COc1ccc(Br)cc1 (stereo not drawn)	11
COc1ccc2c(=O)c(Oc3ccc(C(=O)Nc4ccccc4OC)cc3)coc2c1	-7
COc1ccc(N2CCN(c3cc(=O)n(-c4ccc(Br)cc4)c(=O)[nH]3)CC2)cc1	-12
COc1cccc(CC(=O)Nc2nc3ccc4ccccc4c3s2)c1	-17&6
CC(C)C(=O)NCCS(=O)(=O)N1CCN(c2ccccc2)CC1	0
O=C(NCc1cccnc1-c1ccsc1)[C@@H]1CCCO1	-12
COc1ccc(N2C[C@@H](NC(=O)Nc3cccnc3)CC2=O)cc1OC	-11
CCOC(=O)c1c(NC(=O)/C=C/C(=O)O)sc2c1CCN(C(C)=O)C2	0
O=[N+]([O-])c1ccc(S(=O)(=O)N2CCN(C(c3ccccc3)c3ccccc3)CC2)cc1	11
Cc1c(C(=O)Nc2ccc(-c3ccc(N4CCN(C)CC4)nn3)cc2)cccc1[N+](=O)[O-]	2
O=C(COc1ccc(Cl)cc1Cl)NCC1CCN(c2ccccn2)CC1	-23
COc1ccc(OC)c(Nc2nc(CC(=O)N3CCC(C(N)=O)CC3)cs2)c1	3
CC(=NNC(=O)COc1ccc(C(C)(C)C)cc1)c1ccc(N2CCOCC2)cc1	-1
O=C(C1CC1)N1CCS[C@H](c2ccccc2Cl)CC1	-12
CO[C@@H](CNC(=O)Nc1ccc(C)c(C)c1)c1ccccc1Cl	-11
COc1ccc(NC(=O)C2CCN(CC(=O)Nc3ccc(C)cc3C)CC2)cc1OC	-12
CC1(C)C2CCC1(CS(=O)(=O)N1CCc3oncc3C1)C(=O)C2 (stereo not drawn)	-2
COc1ccc(C)cc1NC(=O)c1nnn(Cc2ccccc2)c1-n1cccc1	-16
CCCN1CCCc2cc(CCNS(=O)(=O)c3ccc(C)c(C)c3)ccc21	61*
COCC(C)NS(=O)(=O)CCNC(=O)c1ccc(OC)cc1 (stereo not drawn)	7
O=S(=O)(Nc1ccc(-c2ccc(NS(=O)(=O)c3cccs3)cc2)cc1)c1cccs1	0&2
Cc1cc(NC(=O)NCc2ccccc2)no1	5
Cc1ccc(C(=O)CSc2ncnc3sc4c(c23)CCC4)cc1C	1
COCc1cc(C)nc(NN=Cc2ccc(Cl)c(Cl)c2)c1C#N	-8
CCOC(=O)C1CCc2sc(NC(=O)C3CN(S(=O)(=O)C4CC4)C3)nc21 (stereo not drawn)	-6
CCOc1cc(C=NNC(=O)c2cc(C3CC3)[nH]n2)ccc1O	-3
Cc1nc2ccc(NS(=O)(=O)c3cccc(Cl)c3Cl)cc2c(=O)n1-c1ccc(F)cc1	-24
COc1cccc(CC(=O)Nc2nc(-c3ccccc3)c(C(=O)c3ccccc3)s2)c1	-8&9
Nc1ncnc(NCCc2ccc(S(N)(=O)=O)cc2)c1[N+](=O)[O-]	-3
CCn1c(SCC(=O)NN=Cc2ccc(C)o2)nnc1-c1ccc(C)cc1	-5
COc1ccc(C2C(=C(O)c3cnn(-c4ccccc4)c3C)C(=O)C(=O)N2CCN(C)C)cc1OC (stereo not drawn)	-11
Cc1cc(C(=O)NC2CCC(Oc3cnccn3)CC2)no1 (stereo not drawn)	-18

4 structures out of the list, sorted by molar mass, falling.
SMILES	PriA SSB inh
Cc1nc2ccc(NS(=O)(=O)c3cccc(Cl)c3Cl)cc2c(=O)n1-c1ccc(F)cc1	-24
O=S(=O)(Nc1ccc(-c2ccc(NS(=O)(=O)c3cccs3)cc2)cc1)c1cccs1	0&2
Nc1ncnc(NCCc2ccc(S(N)(=O)=O)cc2)c1[N+](=O)[O-]	-3
Cc1cc(C(=O)NC2CCC(Oc3cnccn3)CC2)no1 (stereo not drawn)	-18

Later entries.
SMILES	PriA SSB inh
Cc1ccc(NC(=O)C(=O)NCC(c2cccs2)N2CCOCC2)c([N+](=O)[O-])c1 (stereo not drawn)	1
CCOCC(=O)NCC1CCN(c2ccncc2)CC1	-15
O=C(Cc1ccccc1)NCc1cc(-c2ccc(Cl)cc2)on1	-1
CC(C)CCNC(=O)CON=Cc1ccccc1OC(F)F	-6
CCOC(=O)c1sc(NC(=O)COc2ccc(Cl)cc2Cl)cc1C	9
CCCCCCSC1=C(C#N)C2(CCC(C)CC2)[C@H](C#N)C(=O)N1 (stereo partly drawn)	-12
Cn1ccnc1S(=O)(=O)C1CCN(C(=O)c2cc(-c3ccc(F)cc3)c[nH]2)CC1	-21
O=C(NCCn1ncc2c(N3CCN(c4ncccn4)CC3)ncnc21)c1cc(-c2ccccc2)on1	-18&-9
CN(C)c1cncc(OC2CCN(C(=O)NCc3ccc4c(c3)OCO4)C2)n1 (stereo not drawn)	14
CCCc1cc(=O)n(CC(=O)Nc2nc3ccc(C)cc3s2)cn1	-7
CC(C)Cn1c(N)c(C=NNC(=O)c2ccc(Cl)cc2)c(=O)n(C)c1=O	0
CC(C)(C)c1csc(CN2CCN(S(=O)(=O)Cc3ccccc3)CC2)n1	4
O=C(Nc1cccc(Cl)c1)N1CCN(c2ccc(-c3ccco3)nn2)CC1	9

Among those listed so far, 4 contain a cyano group.
SMILES	PriA SSB inh
CN1CCc2cc(C(CNC(=O)C(=O)Nc3ccccc3C#N)N(C)C)ccc21 (stereo not drawn)	11
COc1ccc(-c2ccc(C#N)c(=O)[nH]2)cc1	-11
COCc1cc(C)nc(NN=Cc2ccc(Cl)c(Cl)c2)c1C#N	-8
CCCCCCSC1=C(C#N)C2(CCC(C)CC2)[C@H](C#N)C(=O)N1 (stereo partly drawn)	-12

Compound activity from PubChem BioAssay.

Not all compounds are listed. The share of hits here may be higher or lower than overall.
